CAL PDZ FP-1: CAL PDZ (human) peptide binding inhibition | purified CAL PDZ, TMR-peptide fluorescence polarization, 1 h | inhibition, % at 24.9 µM | 0.92% of 300,000 active | AID 602252;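 active = mean inhibition of at least 30% with at least half of replicates also reaching 30%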;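 note: 0% = DMSO neutral control and 100% = excess unlabeled competitor peptide PRC23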
Rtt109 Vps75: C. albicans Rtt109 histone acetyltransferase inhibition. Q5AAJ8. inhibition, % at 34.9 µM. purified Rtt109/Vps75, ThioGlo CoA-SH fluorescence, 4 h. AID 540336. 0.16% of 330,000 active;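 active = inhibition of at least 50% in every replicate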
Target sequence (Q5AAJ8 whole entry, looked up): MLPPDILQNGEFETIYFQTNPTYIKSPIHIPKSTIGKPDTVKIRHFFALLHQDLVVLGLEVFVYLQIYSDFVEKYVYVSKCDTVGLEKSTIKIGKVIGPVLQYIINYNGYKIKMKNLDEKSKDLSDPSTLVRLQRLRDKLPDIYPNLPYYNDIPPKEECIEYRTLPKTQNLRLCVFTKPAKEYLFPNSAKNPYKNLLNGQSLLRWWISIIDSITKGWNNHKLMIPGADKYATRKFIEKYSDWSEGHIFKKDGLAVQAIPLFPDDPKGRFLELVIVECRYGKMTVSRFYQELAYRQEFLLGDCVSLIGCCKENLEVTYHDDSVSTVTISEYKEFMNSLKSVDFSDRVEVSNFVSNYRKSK
LANA DNA inh: blocks KSHV LANA C-terminal domain binding to DNA | MBP-C-LANA/FAM-LBS DNA binding, fluorescence polarization | inhibition, % at 9 µM | 0.078% of 340,000 active | AID 504423;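 active = highest replicate inhibition at or above 60% at 9 µM, even if other replicates fall short; inactive = all replicates below 60% inhibition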;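 note: 0% = neutral control wells and 100% = 4 µM acridine orange control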
DAGLB inh: blocks human DAGLB lipase activity. Q8NCG7. HEK293T DAGLB membrane lysate, EnzChek fluorogenic substrate. inhibition, % at 5.17 µM. 0.059% of 340,000 active; in the data active = inhibition above about 34%;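 note: 0% = enzyme with vehicle and 100% = wells lacking enzyme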
SR-BI DiI-HDL act: activators of SR-BI mediated HDL lipid uptake | CHO ldlA[mSR-BI] cells, DiI-HDL uptake fluorescence, 3 h; 100 = double the neutral-control signal | activation, % at 12.5 µM | 0.096% of 320,000 active | AID 504775;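 active = mean replicate activation of at least 60% and every replicate at or above 60%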;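 note: 0% = median plate neutral-control signal and 100% = twice that signal; values of inactives mirror those of a sister screen read the other way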
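System: LDL receptor-deficient CHO ldlA cells overexpressing murine SR-BI | Timing: 3 h uptake period with compound, 37 °C | Medium: HEPES-buffered (25 mM, pH 7.4) F12 plus 0.5% BSA | Dosing: Single-point compound dose | Signal: Bottom-read fluorescence, 550/595 nm | Read-out: Retained DiI signal reflecting DiI-HDL uptake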
CAL PDZ FP-2: inhibitors of human CAL PDZ peptide binding | Q9HD26 | purified CAL PDZ, TMR-peptide fluorescence polarization, 1 h | inhibition, % at 20 µM | 0.02% of 330,000 active | AID 504414;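 active = highest replicate inhibition of at least 40%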;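 note: plate controls were DMSO neutral control wells for no effect and unlabeled competitor peptide control wells for full effect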
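System: purified tagged CAL PDZ domain construct (CerCALP). Schedule: 1 h incubation at room temperature before polarization reading. Medium: 25 mM sodium phosphate pH 7.4, 150 mM NaCl, TCEP, IgG, Thesit. Read-out: percent inhibition from loss of millipolarization. Measured by: FP readout, S and P plane fluorescence. Probe or stimulus: fluorescent TMR peptide probe.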
PKA-R2B activ: activators of human PKA-R2B complex. AID 504700. activation, % at 11.4 µM. PKA-R2B holoenzyme dissociation, Cy5-IP20 fluorescence polarization; R2B truncated from residue 108, S112A mutant; 0% DMSO only, 100% 113 µM cGMP. P22694+P31323. 0.079% of 340,000 active;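 active = activation above a cutoff set at the mean over all compounds plus 3 SD, cut at about 18% in these data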;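 note: higher means more holoenzyme dissociation and a rise in polarization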
Target sequence (P31323 whole entry, looked up, other chains not shown, the tested form may be a part): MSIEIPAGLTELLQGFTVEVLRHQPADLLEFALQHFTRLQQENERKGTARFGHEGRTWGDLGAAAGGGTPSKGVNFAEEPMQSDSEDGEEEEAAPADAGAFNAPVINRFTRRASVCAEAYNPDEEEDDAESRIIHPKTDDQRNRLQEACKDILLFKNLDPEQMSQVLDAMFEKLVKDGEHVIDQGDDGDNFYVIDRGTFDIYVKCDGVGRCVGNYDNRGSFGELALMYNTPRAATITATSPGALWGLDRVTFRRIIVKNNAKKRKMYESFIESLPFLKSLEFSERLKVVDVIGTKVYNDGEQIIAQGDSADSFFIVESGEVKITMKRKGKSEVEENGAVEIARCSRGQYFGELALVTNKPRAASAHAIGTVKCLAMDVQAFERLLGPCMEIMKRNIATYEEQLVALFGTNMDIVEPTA
cardiac RTF act: increases calcium sensitivity of human cardiac regulated thin filaments; IANBD-labeled TnC RTF fluorescence at EC20 calcium; 0% EC20 calcium, 100% full calcium; activation, % at 7.2 µM; 0.24% of 340,000 active;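 active = activation above the mean over all tested compounds plus 3 SD, cut at about 30% in these data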;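 note: rise in fluorescence read as greater calcium sensitivity of cardiac thin filaments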
Keap1-Nrf2 PPI: inhibitors of human Keap1-Nrf2 protein-protein interaction. Keap1 Kelch-Nrf2 peptide fluorescence polarization, 1536-well. inhibition, % at 9.4 µM. 0.15% of 340,000 active. AID 504523; in the data active = inhibition above about 12%;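 note: human Keap1 Kelch domain with fluorescein labeled Nrf2 9mer peptide probe; 0% = neutral control wells and 100% = peptide positive control; higher means more block of Keap1 binding to Nrf2 peptide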
Cardiac RTF inh: cardiac RTF calcium desensitization; P19429+P45379; IANBD-labeled cardiac RTF, Ca2+ fluorescence; inhibition, % at 7.15 µM; 0.12% of 340,000 active; AID 493244;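 active = inhibition above the mean inhibition of all tested compounds plus 3 SD, cut at about 17% in these data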;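 note: assay run at fixed EC70 calcium of 1.6 mM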
The depositor's hits bear a star; · = no result given.

The opening 5 entries, ahead of the listing:
SMILES	CAL PDZ FP-1	Rtt109 Vps75	LANA DNA inh	DAGLB inh	SR-BI DiI-HDL act	CAL PDZ FP-2	PKA-R2B activ	cardiac RTF act	Keap1-Nrf2 PPI	Cardiac RTF inh
COc1ccccc1N1CCN(C(=O)C2CCCN(S(=O)(=O)c3ccc4c(c3)CCCN4C(C)=O)C2)CC1 (stereo unspecified)	-3	-17	-0.1	-1	23	-1.3	-6	-3	1	-14
CC(=O)Nc1ccc(S(=O)(=O)NCCC(=O)Nc2ccc(C)c(F)c2)cc1	17	6	0.9	-3	·	-3.6	-9	-8	1	4
CCc1ccc(NC(=O)C2CCCN2S(=O)(=O)c2ccc3c(c2)C(C)(C)C(=O)N3C)cc1 (stereo unspecified)	2	4	0.8	-4	-65	-0.4	0	13	-1	-7
NC(=S)N/N=C/c1ccccc1[N+](=O)[O-]	3	·	1.6	-2	-13	0.2	-7	4	-2	-4
C=C1N(c2ccccc2)C(=O)OC1(C)C	-3	-1	0.4	-4	-16	-0.5	-3	-2	-1	2

Results, repeating the preview:
SMILES	CAL PDZ FP-1	Rtt109 Vps75	LANA DNA inh	DAGLB inh	SR-BI DiI-HDL act	CAL PDZ FP-2	PKA-R2B activ	cardiac RTF act	Keap1-Nrf2 PPI	Cardiac RTF inh
COc1ccccc1N1CCN(C(=O)C2CCCN(S(=O)(=O)c3ccc4c(c3)CCCN4C(C)=O)C2)CC1 (stereo unspecified)	-3	-17	-0.1	-1	23	-1.3	-6	-3	1	-14
CC(=O)Nc1ccc(S(=O)(=O)NCCC(=O)Nc2ccc(C)c(F)c2)cc1	17	6	0.9	-3	·	-3.6	-9	-8	1	4
CCc1ccc(NC(=O)C2CCCN2S(=O)(=O)c2ccc3c(c2)C(C)(C)C(=O)N3C)cc1 (stereo unspecified)	2	4	0.8	-4	-65	-0.4	0	13	-1	-7
NC(=S)N/N=C/c1ccccc1[N+](=O)[O-]	3	·	1.6	-2	-13	0.2	-7	4	-2	-4
C=C1N(c2ccccc2)C(=O)OC1(C)C	-3	-1	0.4	-4	-16	-0.5	-3	-2	-1	2
COc1ccc(-c2nc3ccccc3c(=O)n2NC(=S)N(C)C)cc1	-2	-1	2.5	-3	-16	-0.8	-11	2	3	0
Cc1c(Br)cc(C(=O)NC2CCCCC2)c(C)c1C	8	-8	0.4	-2	-6	0.1	7	2	0	-8
CCOc1ccc(NC(=O)[C@@H]2CCCN2C(=O)c2cccs2)cc1S(=O)(=O)N1CCCCC1	-7	-3	0.1	0	-35	0.0	3	-2	0	3
Cc1cccc(NC(=O)N2CCC(c3nc4ccccc4o3)CC2)c1	-2	-9	-0.2	-2	0	·	-12	-4	-4	5
Cc1ccc(C)c(NCc2ccccc2CO)c1	-4	11	-1.4	0	-10	-1.3	2	-1	-5	-20
CCCCSc1nc2c(cnn2-c2ccc(C)c(C)c2)c(=O)[nH]1	·	-1	1.8	1	0	-0.3	6	4	4	-8
O=C(c1cc(N2C(=O)C3C4CCC(C4)C3C2=O)ccc1Cl)N1CCN(c2ccc(F)cc2)CC1 (stereo unspecified)	3	5	0.4	-1	9	-0.5	-2	1	0	-2
CCOCCCNC(=O)C(NC(=O)c1ccc(=O)[nH]c1)c1ccccc1 (stereo unspecified)	-4	-4	2.9	-1	39	-0.4	-13	-4	-4	-3
O=C(NCCCN1CCN(c2ccccc2F)CC1)C1CCCN(S(=O)(=O)c2cnc[nH]2)C1 (stereo unspecified)	-5	-8	0.6	-1	16	-2.4	6	6	-4	-10
Cc1cc(C(=O)COC(=O)c2ccc(NC(=O)CC#N)cc2)c(C)n1-c1ccc(OC(F)F)cc1	1	-1	-0.7	-4	-46	-0.8	5	3	-5	-2
Nc1nc(SCC(=O)Nc2cc(Cl)ccc2Cl)n[nH]1	-3	10	1.6	0	26	0.0	1	0	0	-5
CC1CCC(=O)N(CCSc2ccccc2)CC1 (stereo unspecified)	1	-6	-2.2	-1	0	0.4	-3	-6	-2	-4
CC(=C/C(=O)O)/C=C/c1ccc([N+](=O)[O-])cc1	-1	12	-0.3	2	-4	-2.5	-4	4	-5	-8
CCCCn1c(CN2C(=O)c3ccccc3C2=O)nc2ccccc2c1=O	0	5	0.1	-1	6	0.1	-2	-4	-5	-3
Cc1ccc(-c2nnc3ccc(SCC(=O)N4CCc5ccccc54)nn23)cc1	·	-1	0.4	-1	2	-2.4	6	7	-1	0
N/C(=N\OC(=O)CCC1CCCC1)c1cccc([N+](=O)[O-])c1	0	1	-2.0	-8	50	-0.3	0	-5	-4	6
Cc1cc(C)nc(Nc2ncc(O)n2-c2ccccc2)n1	-5	-7	-0.7	0	30	-2.6	-1	-6	-3	-3
CC12CN(C(=O)c3ccco3)CC(c3ccccc3)(CN(C(=O)c3ccco3)C1)C2=O	0	8	0.4	1	6	0.4	2	7	0	-3
CCN(CC)S(=O)(=O)c1cccc(C(=O)NCc2ccccc2)c1	1	-19	1.8	0	-7	-0.1	-4	4	2	6
FC(F)Oc1ccc(C2N=C(c3ccccc3)NO2)cc1 (stereo unspecified)	-3	-10	0.4	-3	-12	-4.5	1	9	-1	7
CCOC(=O)N1CCN(C(=O)CNC(=O)c2ccc(Br)o2)CC1	-2	6	2.6	1	-5	-0.5	7	3	-3	-5
COc1ccc(-c2cc(C(=O)N/N=C(\C)c3cccnc3)c3ccccc3n2)cc1	-3	3	0.9	-3	-46	-1.4	-8	1	0	5
O=C(COC(=O)CCC(=O)c1cccs1)Nc1ccccc1[N+](=O)[O-]	1	-4	-1.2	0	5	-6.3	-4	6	-8	4
C=CCn1c(N2CCOCC2)nc2c1c(=O)[nH]c(=O)n2C	0	1	0.9	-2	19	-1.0	-7	-2	0	-11
Cc1c(-n2c(O)c(C3=c4ccccc4=NC3=O)sc2=O)c(=O)n(-c2ccccc2)n1C	0	9	0.0	-1	12	0.2	-1	3	1	-3
Cc1ccccc1N(C(=O)Cc1c[nH]c2ccccc12)C(C(=O)NC1CCCCC1)c1ccco1 (stereo unspecified)	-2	0	2.1	-1	1	-0.5	-9	-4	0	2
CCC(=O)Nc1cccc(C(=O)/C=C/c2ccccc2)c1	-5	2	1.1	3	2	-1.6	1	1	-4	-5
Cn1cc(Cl)c(-c2nc3ccccc3[nH]2)n1	-1	-16	-0.5	2	2	-0.2	-2	21	-2	-3
COc1ccc(CN2CCC(CO)(Cc3ccccc3)CC2)cc1Cn1cccn1	·	8	0.1	0	9	-0.9	-7	7	-7	-1
CCC1=C(CC2NCCc3ccccc32)CC2c3cc(OC)c(OC)cc3CCN2C1 (stereo unspecified)	-5	10	5.6	-3	-10	-1.8	-2	-3	1	-4
COc1ccc(CCNC(=O)CC2SC(=NCCc3ccccc3)NC2=O)cc1 (stereo unspecified)	-5	0	-2.4	1	11	0.3	3	8	-1	-6
CC(=O)Oc1ccccc1C(=O)N1CCN(S(=O)(=O)c2ccc3ccccc3c2)CC1	0	-7	-1.7	2	23	-1.2	6	-3	0	-1
N#Cc1cn(-c2ccccc2)nc1-c1ccccc1	-5	1	-0.7	-12	-12	0.5	13	7	-3	-6
CCOC(=O)N1CCC(NC(=O)CCC(=O)N2CC(C)Oc3ccc(C)cc32)CC1 (stereo unspecified)	-1	-4	1.1	1	-24	0.6	-8	-5	-2	-6
CN(C)S(=O)(=O)c1ccc(N2CCCC2)c(C(=O)NCc2ccccc2)c1	-2	5	0.2	-2	14	·	3	4	-6	-1
CC(O)CNc1nc(N)[nH]c(=O)c1N=Nc1ccccc1 (stereo unspecified)	-6	1	2.6	2	1	0.7	1	-4	3	0
CNc1c(NC(=O)COc2ccc(Cl)cc2)c(=O)oc2ccccc12	-1	-2	-0.5	1	-4	-2.9	3	1	-3	-5
COc1ccc(OC)c(S(=O)(=O)N2CCC(C(=O)N3CCc4ccccc4C3)CC2)c1	1	1	0.3	0	-31	-0.7	-5	-4	-3	-3
Cc1ccccc1-n1c(SCC(=O)NC2CCS(=O)(=O)C2)nc2ccccc2c1=O (stereo unspecified)	-3	0	0.8	4	14	-0.1	2	1	6	0
CSc1ccc(C(=O)C2CCCN(C(=O)c3csc(C(C)=O)c3)C2)cc1 (stereo unspecified)	1	4	0.3	-1	5	-2.8	-3	2	-3	-5
COCCNC(=O)CN1N=C(c2ccc(C)cc2)CCC1=O	-11	17	0.4	-2	16	-0.4	9	8	-1	-6
CCc1ccc(N/C(N)=N/c2nc(CSc3ccccn3)cc(=O)[nH]2)cc1	5	10	-1.7	·	3	-1.3	·	·	-3	·
Cc1ccccc1C(=O)Nc1ccc(C(=O)NNC(=O)CCCOc2ccc(Cl)cc2Cl)cc1	7	22	0.9	-5	-26	·	-2	-3	5	3
CC(C)C[C@H](NC(=O)N1c2ccccc2NC(=O)[C@@H]1C(C)C)C(=O)N[C@@H](Cc1ccccc1)C(=O)O	-1	-12	0.1	0	28	0.7	-1	6	-2	-8
CCN1CCN(c2ccc(S(=O)(=O)N3CCOCC3)cc2NC(=O)c2ccc(Cl)cc2Cl)CC1	·	10	0.0	3	15	-2.9	-10	4	0	0
c1ccc(CSc2ccc3nnc(-c4ccccn4)n3n2)cc1	-3	-2	1.4	2	-12	-1.7	6	6	-2	4
Cn1c(SCC(=O)OC2CCCCC2)nnc1-c1ccc2c(c1)OCO2	·	-2	-1.6	-3	29	-1.6	-5	15	-10	-5
C=CCN(CC=C)Cc1cc(=O)n2c(-c3ccccc3)csc2n1	2	12	0.6	2	·	-0.8	1	-8	0	-7
COc1ccc(NC(=O)Cn2c(C)cc(=O)c3ccccc32)cc1	0	-9	0.3	-4	10	-1.3	-3	0	-6	-7
Cc1cc(NC(=O)CSc2nc(=O)n3cccc(C)c3n2)no1	1	-12	2.3	-1	3	0.4	-7	3	0	-1
COc1ccc(S(=O)(=O)N2CCN(C)CC2)cc1NC(=O)c1ccccc1	-2	-6	-0.6	-2	·	-1.7	3	-2	-7	6
CCOC(=O)Cc1csc(NC(=O)C2CCCN(S(=O)(=O)c3cnc[nH]3)C2)n1 (stereo unspecified)	·	3	0.4	-3	3	0.9	-1	6	-5	-5
CN(C)S(=O)(=O)c1ccc(Cl)c(NC(=O)CSc2nnnn2-c2ccc(O)cc2)c1	-3	-2	1.0	-2	-64	23	10	3	5	-8
Cc1ccc(Nc2nnc(SC3CCOC3=O)s2)cc1 (stereo unspecified)	0	11	0.7	1	6	-2.4	-2	-7	-1	5
C1CC1Cc1noc(CN2CCN(C3C4CC5CC(C4)CC3C5)CC2)n1 (stereo unspecified)	-6	-7	1.9	-1	-5	0.1	-2	-5	-4	-14

High-throughput results from PubChem.
